Source: PubChem (several laboratories)
PP5 inh = inhibitors of human protein phosphatase 5 (PP5); P53041; purified PP5c, OMFP substrate fluorescence; inhibition, % at 6.7 µM; 0.18% of 320,000 active; AID 1987;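 active means inhibition above the campaign's mean inhibition across all tested compounds plus 3 SD, cut at about 9.5% in these data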;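 further: 0% = DMSO only and 100% = 100 µM cantharidin control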
PP1 counter = blocks human PP1-alpha phosphatase, a PP5 counter-screen; P62136; purified PP1alpha, OMFP fluorescence; inhibition, % at 6.7 µM; 0.9% of 320,000 active;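 active means inhibition above the mean inhibition of all tested compounds plus 3 SD, computed separately for each screening campaign, cut at about 15% in these data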
Target sequence (P62136 whole entry, looked up): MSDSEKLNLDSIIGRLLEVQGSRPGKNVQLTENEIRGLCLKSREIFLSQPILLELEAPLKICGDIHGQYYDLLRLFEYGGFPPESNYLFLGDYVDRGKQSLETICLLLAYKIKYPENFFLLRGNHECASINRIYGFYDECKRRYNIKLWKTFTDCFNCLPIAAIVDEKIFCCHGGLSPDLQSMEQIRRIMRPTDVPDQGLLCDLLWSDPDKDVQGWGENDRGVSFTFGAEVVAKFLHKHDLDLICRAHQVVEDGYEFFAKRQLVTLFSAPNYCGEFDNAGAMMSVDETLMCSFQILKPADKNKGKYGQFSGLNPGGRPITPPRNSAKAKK
TPT1 inhibitor = blocks Candida albicans tRNA 2'-phosphotransferase. recombinant caTPT1, FP RNA substrate dephosphorylation. inhibition, % at 5 µM. 0.81% of 300,000 active;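 active means inhibition above the mean of all tested compounds plus 3 SD, set per screening campaign, cut at about 24% in these data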;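 further: plate controls were DMSO alone for no effect and ferristatin control at 100 nM for full effect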
EBNA-1 inh = blocks EBNA-1 binding to DNA; inhibition, % at 14.8 µM; 0.34% of 300,000 active; EBNA-1 DNA binding, fluorescence polarization; in the data active means inhibition above about 28%
CTSL1 counter = counter-screen for PFM18AAP inhibitors: inhibitors of F. hepatica cathepsin L1. inhibition, % at 5.96 µM. 0.49% of 300,000 active. recombinant F. hepatica cathepsin L1, Z-Leu-Arg-MCA fluorescence. AID 1906;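 active means inhibition above the mean of all tested compounds plus 3 SD, set per screening campaign, cut at about 17% in these data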;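 further: 0% = plate median of test compound wells and 100% = 1 µM Z-Phe-Ala-diazomethylketone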
JMJD2C inh = human JMJD2C demethylase inhibition | Q9H3R0 | inhibition, % at 2.35 µM | GST-JMJD2C(1-420) H3K9me3 demethylation, DELFIA europium | AID 2099 | 0.069% of 330,000 active;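 active means more than half of a compound's replicate wells show inhibition beyond 50%, single wells judged on their own value; inconclusive means some, but no more than half, of replicates pass 50% inhibition; inactive means no replicate passes 50% inhibition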;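 further: signal counts dimethyl H3K9 product captured on neutravidin plate; 0% = median of DMSO wells and 100% = 0.3 times that DMSO median; strong numbers were not always called active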
Target sequence (Q9H3R0 1-420 limits assumed): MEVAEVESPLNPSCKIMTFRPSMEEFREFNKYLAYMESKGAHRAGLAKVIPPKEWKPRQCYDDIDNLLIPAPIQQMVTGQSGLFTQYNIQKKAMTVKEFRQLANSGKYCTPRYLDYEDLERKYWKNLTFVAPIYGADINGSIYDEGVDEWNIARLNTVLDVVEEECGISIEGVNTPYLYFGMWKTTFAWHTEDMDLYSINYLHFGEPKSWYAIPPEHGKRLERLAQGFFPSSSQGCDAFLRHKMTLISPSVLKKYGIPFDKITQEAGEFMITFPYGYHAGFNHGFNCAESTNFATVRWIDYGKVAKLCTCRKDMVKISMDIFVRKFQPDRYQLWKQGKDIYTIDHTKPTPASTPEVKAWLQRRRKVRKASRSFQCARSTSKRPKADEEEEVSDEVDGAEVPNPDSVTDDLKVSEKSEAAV
Yeast superoxide = lowers age-related superoxide in aged yeast cells. S. cerevisiae aged cells, superoxide DHE fluorescence; stronger effect = lower value. superoxide response (% of plate mean), % at 10 µM. 0.18% of 330,000 active;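 active means superoxide response under a set limit, about three screen SD below normal, cut at about 65% in these data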;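 further: yeast aged for seven days with compound at 30 °C before DHE staining; 100% = average MFI of all compound-treated wells on the plate with controls excluded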
core dimer inh = HCV core protein dimerization inhibition; TR-FRET GST/Flag-core106 dimerization, 1536-well; inhibition, % at 5 µM; 0.33% of 300,000 active;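 active means inhibition above the mean of all tested compounds plus 3 SD, set per screening campaign, cut at about 45% in these data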
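Material: Tagged HCV core106 pair (GST and Flag) | Amount: GST-core106 13.5 nM, Flag-core106 17 nM | Medium: KF-containing HEPES buffer, pH 7.45, DTT, CHAPS, BSA | Reagent: Eu donor and XL665 acceptor anti-tag antibodies | Schedule: 4 h at 22.5 °C | Technique: Time-resolved FRET, ex 340 nm, em 617 and 671 nm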
ZTA DNA inh = counter-screen for EBNA-1 inhibitors: inhibitors of Epstein-Barr virus ZTA | ZTA-DNA binding, fluorescence polarization | inhibition, % at 11 µM | 0.15% of 320,000 active | AID 2234; in the data active means inhibition above about 33%
Target sequence (P03206 whole entry, looked up): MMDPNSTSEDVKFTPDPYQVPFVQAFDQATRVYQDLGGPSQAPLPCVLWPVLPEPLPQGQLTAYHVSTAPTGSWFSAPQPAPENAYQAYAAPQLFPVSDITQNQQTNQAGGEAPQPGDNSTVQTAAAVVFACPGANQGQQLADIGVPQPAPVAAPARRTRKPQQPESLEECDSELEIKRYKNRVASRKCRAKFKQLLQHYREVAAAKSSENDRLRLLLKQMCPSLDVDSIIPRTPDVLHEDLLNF
* = called active by the depositor; u = inconclusive; x = not tested or not shown; & = joins results of further samples.

SMILES	PP5 inh	PP1 counter	TPT1 inhibitor	EBNA-1 inh	CTSL1 counter	JMJD2C inh	Yeast superoxide	core dimer inh	ZTA DNA inh
O=C(c1ccc(N2C(=O)C3CC=C(Cl)CC3C2=O)cc1)N1CCCCC1 (configuration not stated)	-9.4	0	-1	-6	8	-63	112	1	-17
CCCC(=O)Nc1ccccc1-c1nnn(CC(=O)Nc2ccc(OCC)cc2)n1	0.8	3	-3	0	4	-1	116	-5	14
Cn1nccc1C(=O)N1CCc2c([nH]c3ccccc23)C1c1ccc(F)cc1 (configuration not stated)	1.1	-4	-2	-12	-3	-32	103	10	3
CCC/C=C1/CCCOC(C(=O)NCc2ccc(S(C)(=O)=O)cc2)(C(F)(F)F)C1 (configuration not stated)	2.9	-1	-3	-1	1	4	91	-3	-8
COC(=O)[C@H](Cc1ccccc1)NC(=O)N1CCN(c2ccc(F)cc2)CC1	1.2	-3	-3	-5	-1	-3	107	-1	-1
CC(C)NC(=O)Nc1cccs1	1.5	3	0	6	-2	-13	108	-5	3
O=C(Nc1ccc(C(=O)O)cc1)/C(=C\c1ccco1)NC(=O)c1ccc(Br)o1	2.3	0	6	3	2	5	91	-2	-1
O=C(CNS(=O)(=O)c1ccc(Br)cc1)NC1CCCC1	0.7	-1	-1	7	-2	-3	92	-16	-8
Cc1c(-c2nc(-c3ccc(C(F)(F)F)cc3)no2)n(C)oc1=O	2.5	-3	-4	-9	0	7	102	-5	-20
Cn1c(N)c(Sc2ccc([N+](=O)[O-])cc2)c(=O)n(C)c1=O	3.5	-2	2	-8	2	0	93	-4	2
COc1cc(/C=C/C(=O)OCC(=O)NCC2CCCO2)ccc1OCC#N (configuration not stated)	1.6	-2	-4	5	-1	11	107	-4	2
CC(Sc1nccn1C)C(=O)c1c(N)n(C)c(=O)n(C)c1=O (configuration not stated)	0.8	-7	-1	-6	4	-6	98	-3	-4
O=C(Nc1ccc(F)cc1)C(=O)c1c(O)[nH]c2ccc([N+](=O)[O-])cc12	-2.0	-4	0	8	5	-4	64*	-1	10
Cc1ccc(C(=O)C(OC(=O)c2cnccn2)c2ccccc2)cc1C (configuration not stated)	0.4	-2	-5	-11	-63	-5	103	-6	-14
COc1ccc(N=C(N)SCc2ccccn2)cc1	0.0	-3	-2	-1	0	7	112	1	-14
O=C(Nc1c[nH]c(=O)[nH]c1=O)c1cc([N+](=O)[O-])cc([N+](=O)[O-])c1	2.0	2	-1	-9	-5	-2	96	-1	-9
c1ccc(-c2noc(CN3CCc4sccc4C3)n2)cc1	-0.8	0	0	-10	5	9	95	-5	-11
COc1ccc2cc(Br)ccc2c1CC(=O)NCC1CCCO1 (configuration not stated)	0.7	-4	0	-5	2	1	103	12	6
O=C(Cn1nc(C(=O)O)c2ccccc2c1=O)NCc1ccco1	1.6	-1	1	-13	-3	u	85	-8	8
CN(c1ccccc1)S(=O)(=O)c1cccc(C(=O)NNC(=O)c2ccccc2)c1	1.2	-6	-3	3	-6	-6	103	-1	-3
Cc1ccc(NC(=S)C2=C(O)c3ccccc3N(C)S2(=O)=O)cc1	-1.2	-2	-4	5	9	15	108	-4	-10
CN(C(=O)c1ccccc1)C1c2c(ccc3ccccc23)OCC1CO (configuration not stated)	3.7	3	-2	-10	0	-1	104	-4	-13
O=C(Nc1ccc2c(c1)OCO2)C1CCCN1C(=O)Nc1ccccc1 (configuration not stated)	2.3	3	10	-2	-3	-2	91	13	8
CCCCC(=O)C1=C(N2CCCC2)CC(C)(C)CC1=O	0.1	-7	2	-6	-4	-22	108	-1	0
CCOC(=O)N1CCN(C(=O)c2ccccc2NC(=O)c2ccc(OC)cc2)CC1	2.2	-1	1	0	-4	-1	81	0	-14
The list continues.
SMILES	PP5 inh	PP1 counter	TPT1 inhibitor	EBNA-1 inh	CTSL1 counter	JMJD2C inh	Yeast superoxide	core dimer inh	ZTA DNA inh
CC1C(c2ccccc2)C(C#N)(C#N)C2(C#N)C(=O)NC1(N)C2C (configuration not stated)	4.1	-4	0	-1	2	4	91	-6	-6
CC(C)COC(=O)NCCOC(=O)Nc1cccc(Cl)c1	3.1	1	-3	5	6	6	95	-2	8
CN(C)/C=C/C(=O)c1cccc(Cl)c1	0.3	-4	4	-11	2	2	111	-2	-6
O=C(c1cc(-c2ccc3c(c2)OCO3)on1)N1CCCCC1	1.1	0	-1	1	-2	-4	105	2	7
Cn1c(NC(=O)C[n+]2cc(-c3ccccc3)n3c2CCC3)cc(=O)n(C)c1=O	-0.7	-1	-2	3	-4	24	94	1	4
COc1ccc(/C=C2/SC(=S)N(CCCC(=O)Nc3ccccc3C(=O)O)C2=O)cc1	3.4	8	1	2	-1	159	106	10	18
CNS(=O)(=O)c1ccc2c(c1)oc(=O)c1cc(S(=O)(=O)NC)ccc12	0.0	6	-1	11	-1	6	101	7	6
CCCn1nc2cc(C(=O)NCC34CC5CC(CC(C5)C3)C4)ccc2c1OCC	4.0	1	2	3	0	2	112	7	-4
CCS(=O)(=O)c1ncc(CO)n1CCc1ccccc1	-1.8	-5	1	-1	-1	5	108	2	-11
CCOc1cc2[nH]c(=S)n(CCN3CCCCC3C)c(=O)c2cc1OCC (configuration not stated)	3.1	2	-2	-9	1	5	106	-4	-2
CCC(=O)N1CCc2cc(S(=O)(=O)NC(Cc3ccccc3)C(=O)NC3CCCCC3C)ccc21 (configuration not stated)	-0.2	0	-1	-4	0	-3	86	2	0
O=C(Nc1ccc(F)cc1F)c1cc(Cl)sc1Cl	1.3	-2	-3	-1	-2	3	100	9	-5
CCOc1cc(C2C3=C(CCCC3=O)N(C)C3=C2C(=O)CCC3)cc(Cl)c1O	2.2	-5	-2	-19	2	-2&1	95	5	-6
CCCc1c(-c2ccc(O)cc2)nn(-c2ccc(O)cc2)c1-c1ccc(O)cc1	2.9	3	2	7	5	85	98	1	-3
COc1ccc(OCC(=O)Nc2nnc(S(=O)(=O)N3CCCCCC3)s2)cc1	-1.6	-3	1	9	-1	9	104	28	7
CC(C)CC(=O)Nc1nnc(-c2ccco2)s1	-2.0	-6	1	8	0	1	106	-1	6
O=C(O)c1ccc2c3c(cccc13)C(=O)N(c1cccc3ccccc13)C2=O	3.4	-2	2	1	4	7	120	2	-5
CC(Oc1ccc(S(=O)(=O)N2CCCC2)cc1[N+](=O)[O-])C(=O)NC1(C#N)CCCCC1 (configuration not stated)	3.3	1	x	x	x	-7	118	x	-3
NC(=O)c1ccc(SCC(=O)NC2CCCCC2)c([N+](=O)[O-])c1	3.0	5	-6	1	-2	12	103	-8	4
CCn1c(SCC(=O)NCCc2ccccc2)nnc1C(C)C	0.8	1	-7	11	-2	u	86	-3	3
Cc1ccc(CNC(=O)CN(C(=O)C2(C)CC(=O)N=C3C=CC=CN32)c2ccccc2F)cc1 (configuration not stated)	2.3	0	-2	-13	0	-1	105	-6	3
COc1ccc(C(=O)NCc2nnc(SCC(=O)NC3=NCCS3)n2C)cc1	0.2	1	-5	1	0	21	79	-9	7
NC(=O)CC(NC(=O)Cc1cccc2ccccc12)c1ccc(N2CCN(c3ccc(F)cc3)CC2)c([N+](=O)[O-])c1 (configuration not stated)	0.6	2	-2	-2	0	-9	113	-8	-15
COc1ccc(NC(=O)c2cnc(SCC(=O)NCCc3ccccc3)n(C)c2=O)cc1	1.0	-2	-2	-11	-3	36	97	0	-4
Cc1ccccc1C(=O)NC1CCN(CC(=O)N2CCCCC2C)CC1 (configuration not stated)	-1.3	-5	0	2	-1	14	105	8	10
(list continues)
SMILES	PP5 inh	PP1 counter	TPT1 inhibitor	EBNA-1 inh	CTSL1 counter	JMJD2C inh	Yeast superoxide	core dimer inh	ZTA DNA inh
CCOC(=O)c1ccc(-n2ccnc2)c(NC(=O)c2ccc(Cl)cc2)c1	1.6	-1	-3	0	-1	-10	106	-7	-9
COc1ccc(NC(=O)CCNS(=O)(=O)c2ccc3c(c2)CC(C)N3C(=O)C2CC2)cc1 (configuration not stated)	0.9	-4	-1	4	0	1	109	-1	12
FC(F)(F)c1cccc(NC(=S)N(CCCN2CCCC2)Cc2cccn2Cc2ccc(Cl)cc2)c1	4.8	8	-2	-3	3	-11	98	-9	10
CC1(C)CC(=NOC(=O)c2ccccc2)CC(C)(C)N1O	1.5	3	1	-4	2	-15	106	-6	-3
O=C(CNC(=O)c1cccs1)OCc1ccc(Br)cc1	1.1	-2	1	3	-18	-5	86	-4	17
COc1cccc(OCC(=O)NNC(=O)c2ccc(-c3ccccc3)cc2)c1	0.3	12	4	6	-16	2	96	16	7
CCOC(=O)Nc1cc(C)c(Cl)cc1OC	-1.8	-3	1	5	-2	51*	89	0	-3
CSc1ncc(Cl)c(C(=O)Nc2ccc(C)c(C)c2)n1	3.9	-1	4	-2	-1	-2	65*	-1	15
O=C1C=C(c2ccc3[nH]ccc3c2)C[C@@H](c2ccc(Cl)cc2)C1	2.6	7	x	x	x	2	98	x	-7
Cc1nn(CC2CC2)c(=O)n1-c1cccc(Cl)c1	-1.2	-1	-5	-8	-1	17	112	4	-8
O=C1CN(c2ccc(Cl)cc2)C(=O)CN1NC(=S)Nc1ccc(Cl)cc1	-1.3	-1	-4	3	-3	10	103	0	7
COc1ccc2c(c1)c(C(=O)N/N=C/c1cccc(Br)c1)c(C)n2C	4.5	-3	0	-6	-3	8	87	4	-5
CCC(C)NC(=O)[C@H]1N2C(=O)c3ccccc3C2SC1(C)C (some centres not stated)	-0.3	4	-7	6	3	-3	104	-15	-12
CCOc1ccc(NC(=O)[C@@H](NC(=O)c2ccccc2)[C@@H](C)CC)cc1	-0.1	-1	-4	-4	4	4	106	-1	2
O=C(NCCO)N1c2ccccc2Sc2ccccc21	-0.4	0	0	10	-1	3	101	9	19
Cc1nn(C(=O)CCCC(=O)NCc2ccccc2)c2ccccc12	1.9	-2	1	-6	1	3	96	1	-5
Cc1ccccc1OCCSc1nc2ccccc2n1CCC(=O)O	2.2	3	2	-22	5	-1	102	-10	-19
COc1ccc(-c2ccc(NC(=O)c3ccc(Br)o3)cc2)nn1	1.5	3	0	20	0	0	74	11	-7
C/C(=N\Nc1nc(-c2ccccc2O)nc2ccccc12)c1ccccc1	-2.5	-4	0	3	2	2	103	1	9
Cc1ccc(Nc2nc(-c3cccnc3)cs2)cc1Cl	0.3	-4	-1	9	2	-1	95	-2	23
Cc1nc(NC(=O)COc2ccccc2)sc1C(=O)Nc1cccc(Cl)c1	5.1	4	3	-19	-1	-4	105	14	-5
COC(c1ccc(Cl)cc1)(c1ccc(Cl)cc1)C(Oc1nc(C)cc(C)n1)C(=O)O (configuration not stated)	0.0	-1	-2	12	-1	20	102	11	-4
S=C(NCCN1CCOCC1)Nc1ccc(-c2nc3ccccc3[nH]2)cc1	-3.3	10	-1	-11	0	3	98	0	2
Cc1ccc(C(=O)Nc2nnc(-c3ccco3)o2)cc1C	2.4	5	-4	-2	1	-8	102	-4	-2

With a hit mark in JMJD2C inh (from the list above):
smiles	PP5 inh	TPT1 inhibitor	EBNA-1 inh	JMJD2C inh	core dimer inh
CCOC(=O)Nc1cc(C)c(Cl)cc1OC	-1.8	1	5	51*	0

Quoted from the results shown for reference:
SMILES	PP5 inh	PP1 counter	TPT1 inhibitor	EBNA-1 inh	CTSL1 counter	JMJD2C inh	Yeast superoxide	core dimer inh	ZTA DNA inh
CCOC(=O)c1ccc(-n2ccnc2)c(NC(=O)c2ccc(Cl)cc2)c1	1.6	-1	-3	0	-1	-10	106	-7	-9
COc1ccc(NC(=O)CCNS(=O)(=O)c2ccc3c(c2)CC(C)N3C(=O)C2CC2)cc1 (configuration not stated)	0.9	-4	-1	4	0	1	109	-1	12
